D1 PAM: Potentiators of Human D1 Dopamine Receptor: qHTS; D(1A) dopamine receptor (Homo sapiens), P21728; potentiation, % at 10 µM; hit rate 0.036% among 360,000; HEK293 TREx D1 cells, calcium flux, dopamine EC20 potentiation; in the data active = potentiation above about 30%; also: 0% is about no effect
Target sequence (P21728 whole entry, looked up): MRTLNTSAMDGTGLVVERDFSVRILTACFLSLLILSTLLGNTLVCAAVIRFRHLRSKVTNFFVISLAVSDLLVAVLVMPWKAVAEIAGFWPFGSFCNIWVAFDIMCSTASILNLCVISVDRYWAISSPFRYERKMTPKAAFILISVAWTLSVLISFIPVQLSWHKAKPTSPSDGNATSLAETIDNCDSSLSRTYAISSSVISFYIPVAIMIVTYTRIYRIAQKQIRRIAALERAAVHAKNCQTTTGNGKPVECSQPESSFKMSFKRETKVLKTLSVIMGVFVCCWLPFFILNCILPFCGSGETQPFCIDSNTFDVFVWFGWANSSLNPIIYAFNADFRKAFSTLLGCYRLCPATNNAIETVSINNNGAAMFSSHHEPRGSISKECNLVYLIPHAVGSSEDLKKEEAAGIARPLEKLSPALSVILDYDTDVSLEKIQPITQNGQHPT
D1 agonist: Allosteric Agonists of the Human D1 Dopamine Receptor: qHTS. D(1A) dopamine receptor (Homo sapiens), P21728. HEK293 T-REx D1 cells, calcium flux, agonist mode. activation, % at 2 µM. hit rate 1% among 360,000. AID 504660, 2011; also: 0% is about no effect
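Agonism was scored from calcium flux recorded over 180 s (1 read/s) after pintool compound addition, following a 10-cycle baseline. Cells were inducible force-coupled HEK293 TREx D1, plated overnight at 30 C and loaded with no-wash calcium dye.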
RXFP1 antagonist: qHTS Assay for Antagonists of the Relaxin Receptor RXFP1; hit rate 0.59% among 350,000; activity change, negative = inhibition, % at 57.5 µM; HEK293-RXFP1, relaxin-stimulated cAMP HTRF, 30 min; hits give low values;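 active = activity change of -60% or lower, but not beyond a set lower limit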; also: % is scaled to controls: 0 for no effect and ±100 for the full control effect
D2 ag: HTS Assay for Allosteric Agonists of the Human D2 Dopamine Receptor: Primary Screen for Agonists; D(2) dopamine receptor (Homo sapiens), P14416; HEK293 T-REx D2 cells, calcium flux agonist mode; activation, % at 2 µM; hit rate 0.53% among 340,000; AID 485358, 2010;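 active = activation over 3 SD above normal in the single-dose calcium agonist read, cut at about 30% in these data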; also: 0% is about no effect
Target sequence (P14416 whole entry, looked up): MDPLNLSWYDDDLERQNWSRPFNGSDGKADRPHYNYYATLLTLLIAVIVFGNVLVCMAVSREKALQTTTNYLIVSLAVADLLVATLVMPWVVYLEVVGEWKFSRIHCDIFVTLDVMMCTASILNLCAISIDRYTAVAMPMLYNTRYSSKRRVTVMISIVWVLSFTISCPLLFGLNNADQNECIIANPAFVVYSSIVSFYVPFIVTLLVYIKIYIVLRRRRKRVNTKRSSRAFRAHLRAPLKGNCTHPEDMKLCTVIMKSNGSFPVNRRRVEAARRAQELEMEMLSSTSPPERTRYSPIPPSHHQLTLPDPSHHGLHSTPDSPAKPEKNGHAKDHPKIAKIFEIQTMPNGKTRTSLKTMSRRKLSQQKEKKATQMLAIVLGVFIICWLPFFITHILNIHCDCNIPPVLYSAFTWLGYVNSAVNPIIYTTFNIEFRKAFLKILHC
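Tetracycline-induced HEK293 T-REx cells with force-coupled D2 receptor, plated overnight at 30 C, loaded with no-wash calcium dye. After a 10 s baseline, compound was pin-added and calcium flux read kinetically for 180 s; calcium rises flagged agonists.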
D2 antagonist: HTS Assay for Allosteric Antagonists of the Human D2 Dopamine Receptor: Primary Screen for Antagonists; D(2) dopamine receptor (Homo sapiens), P14416; HEK293 TREx D2 cells, calcium flux, dopamine EC80; inhibition, % at 10 µM; hit rate 2% among 340,000; in the data active = inhibition above about 30%; also: 0% is about no effect
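Compounds are added to dye-loaded, induced HEK293 T-REx cells coupled to calcium release via D2; after a 3 min kinetic read an EC80 dopamine stimulus is given and fluorescence is recorded for 3 more min.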
D2 PAM: HTS Assay for Positive Allosteric Modulators of the Human D2 Dopamine Receptor: Primary Screen for Potentiators | HEK293 T-REx D2, calcium flux, EC20 dopamine potentiation | potentiation, % at 10 µM | hit rate 0.34% among 340,000 | AID 485347, 2010;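 active = potentiation over 3 SD above the plate norm, cut at about 30% in these data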; also: 0% is about no effect
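Potentiation of an EC20 dopamine calcium response measured kinetically over 180 s, after a preceding 180 s compound-only read flagging agonists. Cells: inducible Hek293 Trex D2 line, 4000/well, cultured overnight at 30 C before dye loading.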
D1 antagonist: Antagonist of Human D 1 Dopamine Receptor: qHTS; D(1A) dopamine receptor (Homo sapiens), P21728; HEK293 TREx D1 cells, calcium flux, dopamine EC80; hits give low values; activity change, negative = inhibition, % at 10 µM; hit rate 3.2% among 360,000; in the data active = activity change below about -30%; also: % is scaled to controls: 0 for no effect and ±100 for the full control effect
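Calcium flux readout: force-coupled, inducible Hek293 Trex D1 line, cells induced overnight at 30 C with tetracycline, dye-loaded 30–90 min at RT. Antagonism scored against EC80 dopamine challenge given 180 s after compound.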
TRHR agonist: qHTS for Small Molecule Agonists and Allosteric Enhancers of Human TRH Receptor: Primary Screen for Agonists; Thyrotropin-releasing hormone receptor (Homo sapiens), P34981; TRHR cells, calcium flux fluo-8, FDSS agonist mode; activation, % at 2 µM; hit rate 0.18% among 360,000; also: 0% is about no effect
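Agonist-mode FDSS calcium read (Ex 480/Em 530, 1 s cycles) in 1536-well TRHR cells with fluo-8 dye, after 10-cycle baseline and 23 nL compound addition; TRH at EC20 (10 nM final) added afterwards for the enhancer phase.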
TRHR PAM: qHTS for Small Molecule Agonists and Allosteric Enhancers of Human TRH Receptor: Primary Screen for Enhancers | hit rate 0.66% among 360,000 | enhancement, % at 2 µM | TRHR cells, fluo-8 calcium fluorescence, EC20 TRH enhancement; in the data active = enhancement above about 30%; also: 0% is about no effect
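TRHR-expressing cells loaded with fluo-8 calcium dye were read kinetically (ex 480/em 530) during compound addition, then stimulated with an EC20 of TRH (10 nM final). Enhancement of the Gq-mediated intracellular calcium response was scored.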
* hit, by the source's call; nt = no result given. Rule as the data show it, unless noted: active = activation above about 30%; inactive = the rest.

SMILES	D1 PAM	D1 agonist	RXFP1 antagonist	D2 ag	D2 antagonist	D2 PAM	D1 antagonist	TRHR agonist	TRHR PAM
CCOC(=O)N1CCN(C(=O)CN(c2cccc(Cl)c2C)S(=O)(=O)c2ccc(C)cc2)CC1	-0.2	-2.9	nt	-2.4	nt	10.6	12.1	-1.1	-1.3
CN1CCN(C(c2cccc(C(F)(F)F)c2)c2nnnn2C(C)(C)C)CC1 (stereo not drawn)	-8.7	7.4	-3.9	1.7	6.7	-2.3	21.1	1.3	-1.9
COc1cccc(NC(=O)CSc2nnc3c(n2)[nH]c2ccc(C)cc23)c1	4.8	2.8	16.1	0.8	-27.1	23.2	-84.5*	0.3	3.2
COc1ccc(N2CCN(C(=O)CN(CCc3ccccc3)S(C)(=O)=O)CC2)cc1	-5.8	4.0	2.6	0.7	1.1	9.8	-16.2	-1.3	-5.0
CCc1ccc(-n2c(=O)c3c4c(sc3n(CC(=O)c3ccc(Br)cc3)c2=O)CCC4)cc1	0.7	2.6	nt	-0.2	nt	23.3	-6.7	-1.1	8.7
O=C(/C=C/Nc1ccc(Cc2ccc(N/C=C/C(=O)C(F)(F)F)cc2)cc1)C(F)(F)F	-9.0	7.1	1.3	1.9	-2.6	-6.0	-21.4	3.1	3.8
Cc1sc2nc(CSc3ccc([N+](=O)[O-])cc3)[nH]c(=O)c2c1C	-3.2	1.8	nt	0.3	18.3	5.5	1.0	-1.1	-1.4
O=C(N/N=C/c1ccc2c(c1)OCO2)C1CC1	-1.6	3.1	1.2	0.0	1.9	-13.6	-3.2	-0.6	3.9
Cc1ccc(-n2nc(-c3ccco3)cc2C(=O)O)c(C)c1	2.1	0.3	-12.2	-0.1	17.2	-6.1	-4.4	-0.3	-0.6
COc1ccc(NC(=O)c2cccnc2SC)cc1S(=O)(=O)N1CCCCC1	0.8	0.4	15.3	0.2	-3.8	-8.1	5.2	-0.3	-1.9
Cc1ccc(C(C)NC(=O)c2ccco2)cc1C (stereo not drawn)	0.7	-2.1	-1.4	0.1	10.9	-1.9	-4.1	-0.2	2.8
CSc1ncccc1C(=O)N1CCCC(C(=O)c2ccc3ccccc3c2)C1 (stereo not drawn)	-6.0	27.0	9.6	0.4	4.7	5.4	-9.8	-0.4	19.9
On1c(-c2ccccc2Cl)nc2ncccc21	-0.6	2.1	2.3	0.4	24.5	-4.1	4.3	0.7	-5.1
C[C@@H](C(=O)NC1CCCCC1)N1C(=O)N2CCc3c([nH]c4ccccc34)[C@@]2(C)C1=O	-8.6	1.0	nt	0.0	0.4	-3.8	-4.4	-0.4	6.5
Cc1ccc(CNC(=O)c2cc(C3CC3)nc3c2cnn3C(C)C)cc1	-3.5	7.2	-28.0	-1.2	39.3*	-36.9	-4.4	-0.4	-1.6
CC1=C(C(=O)Nc2ccccc2)C(c2ccccc2)n2nc(-c3ccco3)nc2N1 (stereo not drawn)	-4.3	0.1	nt	-1.0	nt	-1.8	10.1	-0.5	9.8
COc1ccccc1CNCc1cccc(Oc2ccccc2)c1	8.3	20.9	-15.4	-0.4	-8.4	-11.6	5.0	-0.1	13.1
Cc1cc(C(=O)N/N=C2\CCCC(=O)C2)c(C)o1	-5.5	2.3	14.9	-0.5	7.9	-10.8	-3.5	-0.2	-1.6
CCOc1ccccc1CNC(=O)C1CCN(c2nnc(-n3c(C)ccc3C)s2)CC1	0.8	-2.6	-2.0	0.5	nt	0.4	1.3	-0.4	5.9
Cc1ccc(NC(=O)C2CCCN(C(=O)c3ccc(Cl)cc3)C2)cc1C (stereo not drawn)	4.8	-1.7	-7.4	-0.3	8.4	-5.6	6.0	-1.5	-0.5
O=C1CN(C(=S)Nc2ccc(OC(F)F)cc2)CCN1	-4.0	1.3	-2.1	1.3	-8.0	3.8	10.8	1.4	-0.4
Cn1c(=O)[nH]c(=O)c2c1nc(N1CCOCC1)n2CCN1CCOCC1	-5.3	2.1	3.0	0.9	-5.7	3.5	5.1	0.1	-3.2
Cc1ccccc1C(=O)Nc1ccccc1C(=O)OCc1cc(=O)n2ccsc2n1	-0.3	-0.2	-10.0	2.4	nt	1.4	3.1	0.4	3.4
C/C(=N/NS(=O)(=O)c1cc(C)ccc1C)c1c[nH]c2ccccc12	-6.6	9.1	-16.5	1.0	5.8	-13.5	-7.8	0.4	-4.7
CNc1nc2c(c(=O)n(C)c(=O)n2C)n1CC(O)COc1ccc(OC)cc1 (stereo not drawn)	-0.5	7.0	-6.0	-0.3	nt	-6.3	3.5	-1.0	7.4
Cc1ccccc1NC(=S)N(CCCN1CCOCC1)Cc1ccccn1	-2.6	5.2	-5.5	1.7	-1.9	-6.9	7.5	-0.1	-2.9
O=C(N/N=C/c1ccc(-c2cccc(C(F)(F)F)c2)o1)c1cccc(F)c1	-2.9	1.1	0.2	0.6	6.5	-19.5	0.7	0.4	4.2
O=C(Cn1c(=O)nc(-c2ccccc2)c2ccccc21)N1CCN(c2ccc(F)cc2)CC1	-0.5	0.2	-13.2	-1.0	nt	-0.7	2.2	-0.6	-3.1
COc1ccc(CC(=O)Nc2cc(C)ccn2)cc1	0.1	6.2	4.6	-1.0	-0.1	7.5	-1.7	-0.9	-5.8
CC1CCN(S(=O)(=O)c2ccc3nc(-c4ccccn4)cc(C(=O)NCCN(C)Cc4ccccc4)c3c2)CC1	-4.2	0.1	-6.5	4.7	4.6	-3.4	-6.7	-0.2	1.0
CCOc1ccc(CCNC(=O)COC(=O)Cc2ccc(F)cc2)cc1OCC	-2.5	4.6	4.9	0.1	15.6	9.7	6.9	-0.4	7.5
O=c1c2ccccc2c(-c2ccccc2)nn1-c1ccccn1	-2.2	2.1	3.2	0.2	-9.1	1.5	3.7	-0.2	7.3
CC(C)OCCCNC(=O)CNC(=O)c1ccc(Cl)c(Cl)c1	-1.4	-0.5	-0.7	nt	-7.4	-4.5	6.4	-0.3	-5.3
COc1cccc(-c2nc(NC3CCCC3)c3ccccc3n2)c1O	12.9	7.8	-23.2	1.5	12.3	0.8	4.1	-0.6	-8.7
CCOc1ccc(N2CC(C(=O)NCCN3C(=O)S/C(=C\c4ccc(OC)cc4)C3=O)CC2=O)cc1 (stereo not drawn)	-3.8	0.1	-0.9	4.5	2.0	12.5	-0.5	0.1	-2.4
CN(C)c1cc(Nc2ccc(O)cc2)c([N+](=O)[O-])c2nonc12	-2.4	5.3	14.7	-1.5	-5.6	8.8	8.4	-1.5	16.3
O=C(CSc1nnnn1Cc1ccccc1)Nc1ccc2c(c1)OCO2	-3.4	15.8	2.2	nt	nt	4.9	13.4	-0.8	-0.6
CCOc1ccc(C(=O)COC(C)=O)cc1	6.3	-0.5	-17.4	0.9	2.3	-6.2	-6.5	0.3	1.3
Cc1ccc(C(=O)Nc2c(N)nc(SCC(=O)Nc3cc(C)on3)[nH]c2=O)cc1	-2.0	1.8	8.2	0.8	7.9	3.1	-7.9	0.9	-3.3
CCOC(=O)c1cc(NC(=O)c2ccc(F)cc2)c(=O)n2c1oc1ccc(Cl)cc12	-5.0	4.6	nt	-1.8	nt	-5.5	-8.2	-1.3	-1.0
Cn1nc([N+](=O)[O-])nc1Oc1ccc(C(C)(C)C)cc1	-4.2	6.1	nt	-0.7	1.1	14.1	-3.4	21.2	1.4
CCN(CC(=O)NCc1ccc(Cl)cc1)C(=O)/C=C/c1ccco1	0.8	1.3	-2.8	-1.2	-6.1	-5.6	10.6	-1.9	5.1
COc1cc(C(=O)N2CCN(S(=O)(=O)c3ccc(C)cc3)CC2)ccc1OCc1c(C)noc1C	-6.5	-0.7	-7.8	-0.2	-6.3	9.4	-2.1	0.0	3.3
COc1ccc(CSc2ncn[nH]2)cc1[N+](=O)[O-]	-7.4	2.5	13.4	1.6	18.5	9.8	-1.2	-0.1	5.2
CSCCC(NC(=O)c1ccc(Cl)cc1Cl)C(=O)NNC(=O)c1csc(N2CCOCC2)n1 (stereo not drawn)	5.5	1.7	-4.9	-0.8	33.7*	7.5	-22.3	-0.8	-0.6
Cc1ccc(S(=O)(=O)NCCC(=O)O)cc1	-2.1	2.0	-3.1	0.5	-2.4	3.3	0.5	-0.2	-0.5
Cc1c(CN2CCC(C)CC2)c(=O)n(-c2ccccc2)n1C	-3.7	1.2	-4.1	0.2	-7.7	0.1	-1.3	-0.2	1.4
COc1ccc(CNC(=O)c2cccc(S(=O)(=O)N3CCCCC3)c2)cc1OC	nt	18.6	-6.4	0.4	-44.3	5.6	-18.1	-0.1	0.1
Cc1ccc(Cl)cc1NC(=S)NCc1cccn1C	-6.1	5.9	-9.8	0.8	-1.8	-6.6	-24.9	0.0	-6.1
CSc1sc(C(=O)N(C)C)cc1S(=O)(=O)C(C)C	5.0	9.4	0.3	-0.8	-3.6	9.7	5.4	-1.8	-4.4
CC1(C(=O)N2CCC(CC3CC(c4ccc(Cl)cc4)=NO3)(C(=O)NCC3CCCCC3)CC2)CC1 (stereo not drawn)	4.8	2.5	nt	-1.4	13.5	8.1	18.5	-0.5	-1.9
COc1ccc(N(CC(=O)NCc2ccccc2)S(=O)(=O)c2c(C)n[nH]c2C)cc1	-5.2	3.9	16.2	-1.2	-12.3	-0.4	27.3	0.0	3.9

Source: PubChem
